# From PubChem
# USP1-UAF1 inh: blocks the human USP1/UAF1 deubiquitinase complex; O94782; recombinant USP1/UAF1, Ub-Rhodamine cleavage fluorescence; Potency, µM (series often up to 57.1 µM), without a hit: at the highest dose activity change, negative = inhibition, actives largely listed as inhibitors; hit rate 0.23% among 390,000; AID 743255; further: potency means the concentration at half of the fitted maximal effect; on the % scale 0 is the no-effect control and ±100 the full control effect; nearly all actives have a fitted effect of over 60% in size; inactives centre near -12
#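 Step one: compound is pinned into 1nM USP1/UAF1 in HEPES pH 7.8 buffer with TCEP. Step two: 15 min room-temperature incubation. Step three: Ub-Rho (150nM final) starts cleavage, tracked by fluorescence over six one-minute reads.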
# IDH1 R132H inh: blocks human mutant IDH1 R132H enzyme. O75874. IDH1-R132H enzyme, NADPH consumption, diaphorase/resazurin fluorescence. Potency, µM (highest dose often 76.6 µM), inactives show at the highest dose activity change, negative = inhibition, usual class: inhibitors. hit rate 0.093% among 390,000; further: potency means the concentration at half of the fitted maximal effect; on the % scale 0 is the no-effect control and ±100 the full control effect; nearly all actives have a fitted effect of over 65% in size
#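 IDH1-R132H (0.5 ug/mL dispensed) in pH 7.5 Tris buffer was preincubated 30 min with compound, then given a substrate mix of 0.016 mM NADPH and 2 mM alpha-KG for 80 min at room temperature; remaining NADPH was read by diaphorase/resazurin fluorescence.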
# rTrxR1 inhibitor: blocks rat thioredoxin reductase 1 | O89049 | recombinant rTrxR1, NADPH fluorescence consumption, selenite substrate | Potency, µM (titrated, usually from 114 µM), for inactives: at the highest dose activity change, negative = inhibition, most hits filed as inhibitors | hit rate 1% among 390,000; further: potency means the concentration at half of the fitted maximal effect; on the % scale 0 is the no-effect control and ±100 the full control effect; nearly all actives have a fitted effect of over 65% in size
#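 Rat TrxR1 (90 nM in the dispensed reagent) was pre-reduced with 400 uM NADPH for 5 min at room temperature, then incubated with compound for 15 min. After 400 uM selenite was added, NADPH fluorescence (Ex 340/Em 450 nm) was followed for 8 min.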
# D2 ag: D2 dopamine receptor (human) agonism | activation, % at 2 µM | HEK293 T-REx D2 cells, calcium flux agonist mode | hit rate 0.53% among 340,000;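 active means activation over 3 SD above normal in the single-dose calcium agonist read, cut at about 30% in these data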; further: 0% is about no effect
#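 In this primary screen, compounds producing a positive calcium signal within 180 s of addition to tetracycline-induced, force-coupled HEK293 Trex D2 cells are flagged; cells are dye-loaded with a no-wash calcium kit beforehand.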
# TRHR ag: activates the human TRH receptor; hit rate 0.18% among 360,000; activation, % at 2 µM; TRHR cells, calcium flux fluo-8, FDSS agonist mode; P34981; AID 493084; in the data active means activation above about 30%; further: 0% is about no effect
# Target sequence (P34981 whole entry, looked up): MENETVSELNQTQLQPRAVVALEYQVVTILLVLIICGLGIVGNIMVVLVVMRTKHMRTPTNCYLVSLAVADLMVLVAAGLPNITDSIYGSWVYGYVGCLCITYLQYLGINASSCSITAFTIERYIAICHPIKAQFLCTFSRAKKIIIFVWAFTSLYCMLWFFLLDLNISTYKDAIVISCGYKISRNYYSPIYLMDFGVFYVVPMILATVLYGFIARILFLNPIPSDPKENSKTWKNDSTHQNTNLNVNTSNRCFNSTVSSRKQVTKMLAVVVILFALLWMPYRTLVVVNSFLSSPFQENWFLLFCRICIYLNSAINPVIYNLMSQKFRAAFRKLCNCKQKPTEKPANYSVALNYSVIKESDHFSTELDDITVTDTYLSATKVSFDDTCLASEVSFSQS
#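 In this calcium-flux screen, cells bearing human TRHR are dye-loaded with fluo-8, baselined for 10 cycles, then exposed to library compounds; positive kinetic calcium responses during the agonist phase mark hits, with TRH as control.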
# PI4K2A block: PI4K2A (human) kinase inhibition; Q9BTU6; purified PI4K2A, ADP-Glo luminescence, 1 h; active compounds read low; activity change, negative = inhibition, % at 76.9 µM; hit rate 0.13% among 420,000; in the data active means activity change below about -50%; inconclusive means mostly about -30% to -49%;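 further: -100% = wells without enzyme as full effect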
# Target sequence (Q9BTU6 whole entry, looked up): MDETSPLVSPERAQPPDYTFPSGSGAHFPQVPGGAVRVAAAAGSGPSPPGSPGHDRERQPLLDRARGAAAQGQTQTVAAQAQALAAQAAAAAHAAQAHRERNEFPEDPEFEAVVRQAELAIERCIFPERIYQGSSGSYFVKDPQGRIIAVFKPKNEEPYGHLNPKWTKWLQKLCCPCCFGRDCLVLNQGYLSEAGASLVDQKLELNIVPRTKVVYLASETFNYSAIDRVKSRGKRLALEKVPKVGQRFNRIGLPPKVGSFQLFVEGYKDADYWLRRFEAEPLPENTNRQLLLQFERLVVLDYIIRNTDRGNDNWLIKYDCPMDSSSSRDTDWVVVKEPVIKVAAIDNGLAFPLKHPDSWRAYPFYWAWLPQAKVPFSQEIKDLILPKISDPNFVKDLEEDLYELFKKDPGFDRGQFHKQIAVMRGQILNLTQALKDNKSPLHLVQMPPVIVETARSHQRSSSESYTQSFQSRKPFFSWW
#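 In this quantitative HTS, ADP production by PI4K2A was quantified luminescently after 1 h at ambient temperature; 100 microM adenosine served as plate-quality control.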
# TRHR enhancer: allosterically enhances the human TRH receptor | enhancement, % at 2 µM | hit rate 0.66% among 360,000 | TRHR cells, fluo-8 calcium fluorescence, EC20 TRH enhancement | AID 493056; in the data active means enhancement above about 30%; further: 0% is about no effect
#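 Enhancer read-out: after compound pinning and an initial kinetic agonist-mode read, an EC20 of TRH (10 nM final) was injected and fluo-8 calcium signal (Ex 480/Em 530) followed at 1 s/cycle for 100 cycles in TRHR-expressing cells.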
# D2 antag: D2 dopamine receptor (human) antagonism; HEK293 TREx D2 cells, calcium flux, dopamine EC80; inhibition, % at 10 µM; hit rate 2% among 340,000; AID 485344; in the data active means inhibition above about 30%; further: 0% is about no effect
#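 Compounds are added to dye-loaded, induced HEK293 T-REx cells coupled to calcium release via D2; after a 3 min kinetic read an EC80 dopamine stimulus is given and fluorescence is recorded for 3 more min.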
# TrxR1 substrate: substrates of rat thioredoxin reductase 1 | purified TrxR1 substrate turnover, NADPH consumption readout | hit rate 0.01% among 390,000 | AID 588456 | Potency, µM (doses to about 114 µM), for inactives: at the top dose activity change, negative = substrate turnover; further: potency means the concentration at half of the fitted maximal effect; on the % scale 0 is the no-effect control and ±100 the full control effect; nearly all actives have a fitted effect of over 50% in size
#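 Rat TrxR1, dispensed at 90 nM, was prereduced with 400 uM NADPH (final) for 5 min at ~22 deg C, then incubated with compound 15 min before 400 uM selenite. A first-read NADPH fluorescence drop versus no-compound background flagged substrates.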
# Active calls of the source: *; ? = inconclusive; . = not tested or not shown; & = joins results of further samples; ! = not confirmed by another sample; [ ] = dose if it differs, or a comment. Unless noted, the call rests on the fitted dose curve; in most records, active means well fitted inhibition curve with a large enough effect; inconclusive means small, poorly fitted or top-dose-only effect; inactive means no such curve, though single readings can be large or run the other way.
compound,USP1-UAF1 inh,IDH1 R132H inh,rTrxR1 inhibitor,D2 ag,TRHR ag,PI4K2A block,TRHR enhancer,D2 antag,TrxR1 substrate
Cc1cc2oc(=O)cc(-c3ccccc3)c2c(C)c1-c1ccc(OC(F)(F)F)cc1,-17%,-3%[38.3 µM],10%,.,.,-2,.,.,-8%
O=S(=O)(Nc1cccc(-c2ccc3nncn3n2)c1)c1ccc(Cl)s1,-19%,4%,5%,0.7,0.1,-2,10,-12,0%
CN(Cc1ccccc1)C(=O)c1ccc(NC(=O)Cc2cccc(NC(=O)C3CCN(C(=O)C4CC4)CC3)c2)cc1,14%,-1%,19%[57.1 µM],-0.5,-0.3,0,1,27,9%[57.1 µM]
CC(C)c1ccccc1OCC(=O)Nc1cc(S(=O)(=O)N2CCOCC2)ccc1N1CCCC1,-8%,0%,12%,-1.5,-0.9,1,6,-15,0%
CCCn1c2ccccc2c2cnn(CC(=O)N3CCC(C)CC3)c(=O)c21,-5%,1%,6%,0.7,-0.3,-2,-2,.,-1%
N#Cc1cc([N+](=O)[O-])cnc1Nc1ccccc1,-5%,4%,-83%,-0.2,0.2,-2,3,-4,-3%[57.1 µM]
O=C(NCC1(c2ccccc2)CCOCC1)c1cccs1,-16%,3%,20%[57.1 µM],-0.1,0.1,-1,1,5,3%[57.1 µM]
CC(NC(=O)Cn1nc(C(=O)O)c2ccccc2c1=O)C12CC3CC(CC(C3)C1)C2 (stereo unspecified),-15%,-4%,4%,0.1,-0.1,-1,-6,-12,-4%
CC(=O)c1cccc(NC(=S)N2CCc3ccccc32)c1,-6%,0%,?,-1.9,-1.0,-4,-6,-5,-13%
CC(=O)N1CCc2c(sc3nc(SCC(C)C)n(-c4ccc(F)c(Cl)c4)c(=O)c23)C1,-19%,2%,0%,.,0.1,1,-3,.,2%
COc1ccccc1C(=O)NNC(=O)CCC(=O)NCc1ccccc1,-11%,-10%,11%,-0.1,-0.1,-1,6,-2,3%
CCOC(=O)c1cccc(NC(=O)c2ccccc2C)c1,3%,-6%,3%,1.4,-0.4,-1,2,9,-2%[57.1 µM]
C/C(=N\NC(=O)c1nnn(-c2nonc2N)c1CSc1ccccc1)c1ccc2c(c1)OCO2,-17%,9%,25%,1.9,0.1,2,-2,10,8%
C/C(=N\NC(=O)c1nnn(-c2nonc2N)c1CN(C)c1ccccc1)c1cccnc1,-11%,11%,33%[activator],0.3,1.2,-5,-5,-1,9%
COc1cc(C2NC(=O)NC(C)=C2[N+](=O)[O-])cc(OC)c1OC (stereo unspecified),-13%,-1%,7%,-0.2,0.3,-1,-1,2,-10%
Cc1cc(C(=O)OCC(=O)NC2CC2)ccc1[N+](=O)[O-],-6%,-4%,-9%,0.9,0.2,5,6,-36,-5%
COc1ccc(C=O)cc1COc1ccc(Cl)cc1[N+](=O)[O-],-3%,2%,14%[57.1 µM],1.0,2.4,-3,1,11,7%[57.1 µM]
CC(=O)c1c(C(C)=O)c(C)n(-c2ccc(C)c(NC(=O)c3ccccc3Cl)c2)c1C,-13%,4%,14%,0.8,1.2,9,-6,-4,6%
COc1ccccc1CNC(=O)Cn1nc(C)c2nn(-c3ccc(Cl)cc3)c(C)c2c1=O,?,-4%,13%[57.1 µM],1.4,-1.0,-3,-1,.,-4%[57.1 µM]
CCCCCCCCOC(=O)c1ccc(N)cc1,-24%,-3%,12%,-0.3,0.1,5,2,-3,0%
CCCCOc1ccc(OCCNC(=O)c2ccco2)cc1,-25%,-6%,1%,-1.8,-1.1,3,17,4,-2%
COc1cccc(Nc2nc(-c3sc(N)nc3C)cs2)c1,-19%,2%,-18%[57.1 µM],0.1,0.4,-15,0,-6,5%[57.1 µM]
O=C(N/N=C/c1cccnc1)c1cccc(Cl)c1,-15%,-8%,14%,2.4,0.3,0,-7,35*,-4%
Cn1cccc1C(=O)NCC(c1ccco1)N1CCCCC1 (stereo unspecified),-8%,-6%,0%[57.1 µM],-0.5,2.8,-4,-6,11,0%[57.1 µM]
CC(CCc1ccccc1)NC(=O)Cc1ccc(Br)cc1 (stereo unspecified),-10%,-3%,2%[57.1 µM],1.3,-0.5,2,-6,6,2%[57.1 µM]
O=S(Cc1ccc(Br)cc1)Cc1nnc(SCc2c(Cl)cccc2Cl)n1-c1ccccc1 (stereo unspecified),-21%,-1%,11%,1.9,1.4,-4,-14,6,-3%
O=C(Nc1ccc(Oc2nnc(-c3ccccc3)c3ccccc23)cc1)c1ccccc1,-22%,2%,9%,-0.2,-0.5,-2,-2,0,-2%
COc1ccc(C(=O)Nc2nc3ccccc3c(=O)[nH]2)cc1,-7%,-3%,7%,0.2,0.5,-1,13,-30,-14%
CCc1cccc(C)c1NC(=O)CCNC(=O)c1cccc(C)c1,2%,0%,7%,-2.7,-0.3,4,-6,-15,-2%
CCCCNC(=O)c1ccc(Cn2c(=S)[nH]c3c([nH]c4ccc(OC)cc43)c2=O)cc1,-14%,-11%,-5%,2.0,0.8,-1,-1,-1,10%
COc1ccc(C2/C(=C(\O)c3ccc4c(c3)OCCO4)C(=O)C(=O)N2c2nc(C)c(C(C)=O)s2)cc1 (stereo unspecified),-10%,-5%,-12%,-0.4,0.2,-2,41*,-3,-14%
O=C(NCc1ccc(Cl)cc1)C(=O)NCC1CCCN1S(=O)(=O)c1cccs1 (stereo unspecified),-22%,0%,20%,.,0.1,3,27,.,5%
O=C(CSc1nc2ccccc2c(=O)n1-c1ccc(OC(F)F)cc1)NC1CC1,-9%,3%,0%,-1.0,0.0,2,1,1,-2%
Cc1ccc(N(CC(=O)NCc2ccco2)C(=O)CCC(=O)Nc2ccccn2)c(C)c1,-8%,-1%,21%[57.1 µM],-0.3,-0.1,0,-1,-10,-1%[57.1 µM]
NC(=O)C1(C(=O)O)OC1(c1ccc(Cl)cc1)c1ccccc1Cl (stereo unspecified),0%,-5%,1%[2.29 µM],.,.,-4,.,.,-1%[2.29 µM]
COc1ccc(C2=NOC(C(=O)NCc3ccccn3)C2)cc1OC (stereo unspecified),-10%,-4%,4%,1.0,0.2,-6,6,2,1%
Brc1cccc(/C=N/Nc2nc(N3CCCCC3)nc(N3CCCCC3)n2)c1,.,.,.,-0.6,0.1,.,-1,6,.
FC(F)(F)c1cc(C(F)(F)F)c2ccc(Oc3ccccc3)nc2n1,-5%,2%,8%,-0.2,0.2,3,3,5,-4%
Cc1ccc(NC(=O)c2ccco2)c(NC(=O)c2ccccc2C)c1,-17%,5%,7%[57.1 µM],0.3,-0.3,2,-3,5,-8%[57.1 µM]
CCN1C(=O)[C@@H]2[C@@H](c3ccc(-c4ccc(C(C)=O)cc4)cc3)N3CCCC[C@@]3(C(=O)OC)[C@@H]2C1=O,-23%,2%,0%[57.1 µM],1.3,0.7,6,9,-2,5%

# Some of the entries so far, with values under each structure.
# Below each compound – USP1-UAF1 inh | IDH1 R132H inh | rTrxR1 inhibitor | D2 ag | TRHR ag | PI4K2A block | TRHR enhancer | D2 antag | TrxR1 substrate
- O=C(CSc1nc2ccccc2c(=O)n1-c1ccc(OC(F)F)cc1)NC1CC1
    -9% | 3% | 0% | -1.0 | 0.0 | 2 | 1 | 1 | -2%
- Cc1ccc(N(CC(=O)NCc2ccco2)C(=O)CCC(=O)Nc2ccccn2)c(C)c1
    -8% | -1% | 21%[57.1 µM] | -0.3 | -0.1 | 0 | -1 | -10 | -1%[57.1 µM]

# Remaining list, next part
compound,USP1-UAF1 inh,IDH1 R132H inh,rTrxR1 inhibitor,D2 ag,TRHR ag,PI4K2A block,TRHR enhancer,D2 antag,TrxR1 substrate
Cc1ccc(NC(=O)/C(C#N)=C/c2ccc(C)s2)c(C)c1,-27%,-1%,6%,.,-0.4,-4,-5,.,-3%
Cc1cc(=O)oc2cc(NC(=O)CCCC(=O)O)ccc12,-11%,2%,?,0.1,0.4,1,5,19,580%[activator]
CCOC(=O)CSc1nnc(CNC(=O)c2ccc(OC)cc2)n1C1CCCCC1,-4%,13%,-9%,0.8,0.5,-2,0,-9,-4%
COc1ccccc1NC(=S)NCCc1ccccc1,-15%,2%,6%[57.1 µM],0.0,-1.0,0,-4,-3,-8%
Cc1cc(NC(=O)COC(=O)c2ccc(OC(F)(F)F)cc2)no1,-24%,-1%,2%,-0.3,0.0,-3,4,-11,-5%
Cc1ccc2nc(SCc3cn4cccnc4n3)[nH]c2c1,-9%,3%,-11%,-0.7,0.1,-4,2,-2,-10%
Cn1nc(-c2ccccc2)c(-c2ccccc2)c(C(=O)Nc2ccc(S(N)(=O)=O)cc2)c1=O,-19%,12%,-4%,.,0.1,-1,-4,.,-7%
CC(Sc1nnc(CNc2cccc3ccccc23)n1-c1ccccc1)C(=O)N/N=C/c1ccco1 (stereo unspecified),-7%,4%,-6%,-0.2,0.3,5,-9,-2,-8%
COc1ccnc(-n2cccc2C#N)c1C#N,-11%,8%,19%[11.4 µM],-0.4,-0.7,0,0,-9,8%[11.4 µM]
CCN(C1CCCCC1)S(=O)(=O)c1cc2c3c(c1)CCN3C(=O)CC2,2%,-13%,23%[57.1 µM],-0.4,-0.3,-1,8,-2,3%[57.1 µM]
COc1ccc(CNC(=O)c2nc(S(=O)(=O)Cc3ccccc3)ncc2Cl)cc1,-12%&-16%,?,3.2µM*!,0.3,-1.2&-1.7,-2&-5,-8&-9,0,-4%&2%
COc1ccc(C2CC(c3ccccc3)=NN2C(=O)COC(=O)c2nc3nc(C)cc(C)n3n2)cc1 (stereo unspecified),-4%,3%,13%[57.1 µM],1.6,0.2,3,1,-2,7%
CCc1cc2c(cc3c(=O)n(CC(=O)NC(C)C)nc(CC)n32)s1,0%,-7%,19%,-0.6,0.0,-2,17,.,7%
CC(C)Nc1nc(Cl)nc(NN(C)c2nc(N(C)C)nc(N(C)C)n2)n1,0%,1%,9%,-1.0,-0.6,-3,-1,34*,-3%
